# Vif imaging: HIV Vif inhibition; HEK293T cells, Vif self-association by quenched fluorescence, imaging, 24 h; inhibition, % at 7.49 µM; 0.35% of 340,000 active; AID 602346; in the data active means inhibition above about 50%, passing the limit was not always enough; inconclusive means no clear call, values can overlap the other calls; inactive means below about 31%; further: some results filed as inactive read as strong as hits
# TLR9-MyD88 inh: inhibitors of human TLR9-MyD88 binding. inhibition, % at 4.98 µM. Q9NR96+Q99836. 0.21% of 340,000 active. CHO BLA complementation TLR9-MyD88, CCF4 FRET ratio;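 active means inhibition above the mean over all tested compounds plus 3 SD, cut at about 21% in these data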;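 further: 0% = DMSO only wells and 100% = clavulanate BLA inhibitor control wells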
# Target sequence (Q99836 whole entry, looked up): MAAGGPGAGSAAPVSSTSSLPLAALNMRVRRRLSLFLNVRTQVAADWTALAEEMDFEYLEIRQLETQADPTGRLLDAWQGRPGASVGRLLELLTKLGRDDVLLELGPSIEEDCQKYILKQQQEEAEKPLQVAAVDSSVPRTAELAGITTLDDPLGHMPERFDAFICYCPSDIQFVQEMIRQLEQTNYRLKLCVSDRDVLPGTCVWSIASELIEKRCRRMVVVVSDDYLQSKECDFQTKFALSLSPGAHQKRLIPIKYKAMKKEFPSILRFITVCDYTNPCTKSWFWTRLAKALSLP
# Target sequence (Q9NR96 whole entry, looked up): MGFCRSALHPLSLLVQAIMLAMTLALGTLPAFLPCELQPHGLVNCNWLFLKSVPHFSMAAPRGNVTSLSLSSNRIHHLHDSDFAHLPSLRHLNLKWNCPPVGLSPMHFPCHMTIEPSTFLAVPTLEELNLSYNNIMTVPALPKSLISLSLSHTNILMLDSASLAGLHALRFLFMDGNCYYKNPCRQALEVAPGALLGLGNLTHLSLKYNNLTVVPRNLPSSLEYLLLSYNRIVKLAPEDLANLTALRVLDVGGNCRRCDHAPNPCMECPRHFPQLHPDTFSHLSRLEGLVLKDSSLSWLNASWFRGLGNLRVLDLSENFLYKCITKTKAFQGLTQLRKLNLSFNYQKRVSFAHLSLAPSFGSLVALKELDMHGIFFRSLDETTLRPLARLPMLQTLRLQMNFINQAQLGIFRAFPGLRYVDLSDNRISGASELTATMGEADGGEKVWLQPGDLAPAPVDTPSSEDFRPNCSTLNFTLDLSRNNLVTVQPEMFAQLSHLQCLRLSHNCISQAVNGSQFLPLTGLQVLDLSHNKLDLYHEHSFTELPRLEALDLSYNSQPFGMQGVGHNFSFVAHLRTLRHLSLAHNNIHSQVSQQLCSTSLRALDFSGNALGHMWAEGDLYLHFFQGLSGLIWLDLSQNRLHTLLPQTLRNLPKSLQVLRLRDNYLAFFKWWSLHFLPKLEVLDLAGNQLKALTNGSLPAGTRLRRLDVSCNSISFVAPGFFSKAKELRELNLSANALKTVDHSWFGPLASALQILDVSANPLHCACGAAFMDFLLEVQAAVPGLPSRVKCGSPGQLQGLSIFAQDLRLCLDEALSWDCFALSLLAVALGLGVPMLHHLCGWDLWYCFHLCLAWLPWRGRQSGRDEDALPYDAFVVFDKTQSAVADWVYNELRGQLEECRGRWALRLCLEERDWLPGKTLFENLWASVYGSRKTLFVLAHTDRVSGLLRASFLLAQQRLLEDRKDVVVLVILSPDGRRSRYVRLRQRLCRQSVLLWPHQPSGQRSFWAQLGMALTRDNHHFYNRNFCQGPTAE
# MC4R ag barr: human MC4R agonism via beta-arrestin | activation, % at 8.9 µM | U2OS MC4R beta-arrestin complementation, luminescence; percent of melanotan II response, DMSO zero | AID 540308 | 0.98% of 360,000 active;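 active means activation above a per-plate cutoff, the mean activation of sample wells on that plate plus 3 SD, cut at about 8% in these data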
# aDG glyco up: alpha-DG glycosylation activation; Pro5-aDG cells, alpha-DG glycosylation AlphaScreen (IIH6); 0% Pro5, 100% B10-LARGE cell signal; activation, % at 10 µM; 0.22% of 360,000 active;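 active means activation of at least 8% versus controls, or a plate z-score of at least 8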;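 further: Pro5 are CHO cells carrying HIG-tagged alpha-DG that lacks glycosylation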
# ABHD5-PLIN5 inh: inhibitors of human ABHD5-perilipin-5 interaction. inhibition, % at 4 µM. 0.78% of 360,000 active. Split G. princeps luciferase complementation, luminescence, 4 h. AID 602281;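 active means inhibition above the mean inhibition across every tested compound plus 3 SD, cut at about 22% in these data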;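 further: 0% = DMSO only wells and the 100% control is not disclosed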
# Glyco luc inh: N-linked glycosylation inhibition. reporter increase, % at 12.5 µM. 0.23% of 360,000 active. AID 588692. D54 ERlucT glycosylation luciferase reporter, 24 h; percent of 100 nM tunicamycin response;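 active means mean luciferase reporter signal, scaled so untreated is 0 and the glycosylation-blocking control 100, at or above a set limit in every replicate; inconclusive means mean reaches the limit but not every replicate does; inactive means mean below the limit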;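 further: luciferase carries N-glycosylation sites so blocking glycosylation raises the light; 0% = median of neutral control wells and 100% = median of 100 nM tunicamycin wells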
# MC4R antagonist: human MC4R antagonism in cAMP assay; MC4R-expressing cells, MTII-stimulated cAMP, LANCE TR-FRET; inhibition, % at 6.5 µM; 0.48% of 360,000 active;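 active means inhibition above its plate's cutoff, the mean of tested wells on that plate plus 3 SD, cut at about 29% in these data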;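 further: 0% = Melanotan II alone and 100% = Melanotan II plus saturating MCL0020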
#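 Assay system: human MC4R-expressing U2OS cells; reagent: Melanotan II stimulation of cells; dosing: 6.5 µM single dose; timing: compound 30 min, challenge 1 h, detection 1 h; signal: TR-FRET cAMP assay; replicates: one well per compound, no replicates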
# NOD2 RIPK2 PPI: blocks binding of human NOD2 to RIPK2; CHO BLA complementation NOD2-RIPK2, CCF4 ratio; inhibition, % at 4.98 µM; 0.38% of 360,000 active; AID 624267; in the data active means inhibition above about 21%;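 further: 0% = vehicle only and 100% = reference blocker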
# ABCB6 inh MLPCN: inhibitors of human ABC transporter ABCB6; 0.19% of 360,000 active; K562-ABCB6 porphyrin accumulation, flow cytometry, 1 h; stronger effect = lower value; Q9NP58; AID 602162; fluorescence ratio to DMSO, % at 10 µM;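 active means fluorescence ratio to DMSO below 75%, the collection mean minus 3 SD; inconclusive means too few cells collected in the well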;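 further: signal is porphyrin accumulated inside mitochondria; 100% equals median channel fluorescence of DMSO control wells; lower ratio means ABCB6 inhibition with less porphyrin fluorescence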
# Granule exo inh: blocks lytic granule exocytosis. TALL-104 LAMP-1 surface exposure, flow cytometry; cells stimulated with thapsigargin and PMA. inhibition, % at 10 µM. 0.66% of 360,000 active. AID 651702;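 active means inhibition above about 55%, limit read from the data; inconclusive means no clear call, values can overlap the other calls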
# Active calls of the source: *; ? = inconclusive; . = not tested or not shown. An excerpt; count on the stated rates, not on these rows.
item	Vif imaging	TLR9-MyD88 inh	MC4R ag barr	aDG glyco up	ABHD5-PLIN5 inh	Glyco luc inh	MC4R antagonist	NOD2 RIPK2 PPI	ABCB6 inh MLPCN	Granule exo inh	SMILES
1	-14	-6	0.0	0.0	-4	1	-5	-21	98	-1	Cc1c(C(=O)N2CCCCC2)sc(N)c1C#N
2	5	0	-0.9	-0.1	-1	3	-8	9	97	-7	CC(C)(C)OC(=O)NCCCCC1=CC2=CC(=O)C(C)(O)C(=O)C2=CO1 (configuration not stated)
3	-1	-3	-2.7	0.1	-2	2	5	-8	96	-5	COc1ccc(C(=O)N/C(=C\c2cn(C)c3ccccc23)C(=O)OCC(C)C)cc1
4	9	-8	1.5	0.0	-7	0	4	-12	94	-1	S=C(Nc1cccnc1)Nc1ccccc1Br
5	-17	1	-0.9	0.4	2	3	0	-12	101	-5	N=c1c2c3c(sc2nc2n1CCC2)CCCC3
6	12	0	-0.3	0.0	-6	-2	-5	3	96	-1	COc1cccc(C(=O)NCCCNC(=O)c2ccco2)c1
7	-10	-1	-3.9	-0.1	-3	-4	13	-6	99	-2	Cc1ccc(NC(=S)N/N=C/c2ccc(OCCC(C)C)cc2)c(C)c1
8	-5	-6	-2.3	0.7	-9	-2	-5	-1	92	-2	O=Cc1cn(CC(=O)N2CCc3ccccc32)c2ccccc12
9	-3	-8	-3.2	-0.1	-4	1	-1	-5	103	-1	COC(=O)CSc1nc2sc3c(c2c(=O)[nH]1)CCC3
10	11	-16	-0.4	0.0	-7	-3	0	-4	92	1	COc1ccc(Nc2cc(C)nc(N3CCN(C(=O)c4ccc5c(c4)OCO5)CC3)n2)cc1
11	0	2	4.3	-0.2	5	0	-7	-7	96	1	CCn1c(C)nc2cc(C(=O)NNS(=O)(=O)c3c(F)cc(F)c(Cl)c3F)ccc21
12	5	-3	-2.0	-0.3	2	2	3	-6	101	2	CCOC(=O)C1CCCN(C2CCN(Cc3nc(Cc4ccccc4)no3)CC2)C1 (configuration not stated)
13	2	-3	0.5	-0.3	0	-1	4	-2	97	15	COc1ccc2c(c1)O[C@H](c1ccc3c(c1)OCO3)[C@@H](O)C2=O
14	-2	2	1.1	-0.1	5	1	10	7	104	-1	C/C(=C/C(=O)NCc1ccccc1)C(=O)O
15	-8	-8	1.8	-0.3	5	-9	25	3	100	-20	COc1cccc(-c2cc(C(=O)Nc3ccc(N(C)C(C)=O)cc3)c3cc(Br)ccc3n2)c1
16	?	-2	0.8	0.0	-8	0	24	-8	94	2	COC(=O)[C@@H](Cc1ccccc1)NC(=O)NCCc1ccccc1
17	1	-6	1.5	0.0	-10	3	3	-7	99	-3	Cc1ccc(Cl)cc1NC(=O)CN1CCN(S(=O)(=O)N2CCOCC2)CC1
18	-2	0	0.6	-0.4	6	0	7	-4	92	-17	COc1ccc(S(=O)(=O)N2CCCCC2)cc1NC(=O)c1cc(C)on1
19	13	13	-2.2	0.1	6	-5	2	-9	100	-2	Cc1cccc(N2CCN(S(=O)(=O)c3ccc4c(c3)CCCN4C(=O)C3CCC3)CC2C)c1 (configuration not stated)
20	-9	-7	-1.2	-0.1	-10	-1	15	-6	105	2	CCOC(=O)c1cc(NC(=O)c2c(C)noc2C)cc(C(=O)OCC)c1
21	3	-7	-1.1	-0.1	6	1	3	-8	99	-1	CCn1c(SCC(=O)Nc2cc(C)on2)nnc1-c1ccc(C)cc1
22	5	2	-1.4	-0.3	6	-4	14	8	105	4	O=C(CCn1ccc2ccccc21)NC1CCCc2ccccc21 (configuration not stated)
23	-11	3	-0.9	0.0	3	-1	15	2	96	2	Cc1cc(C)n(S(=O)(=O)c2ccccc2)n1
24	2	-16	-0.9	0.0	-3	1	0	-6	98	2	COc1ccc(N(Cc2cc3cc(C)ccc3[nH]c2=O)C(C)=O)cc1
25	-2	6	-1.2	0.4	4	-2	8	-6	98	-2	CC(C)(C)n1nnnc1C(c1cccs1)N1CCN(C(=O)c2ccco2)CC1 (configuration not stated)
26	.	.	0.1	-0.2	0	3	2	-8	101	-3	CCNC(=O)C1(C)CCN(C(=O)CCc2ccccc2)C1 (configuration not stated)
27	-4	3	4.4	0.0	-4	1	20	-5	98	2	COC(=O)c1sc(NC(=O)COc2ccccc2C)nc1C
28	-2	4	-4.2	0.6	-1	14	8	-5	100	4	COc1cc(C(=O)O/N=C(\N)c2ccc([N+](=O)[O-])cc2)cc(OC)c1OC
29	6	-8	-0.8	0.4	4	1	7	-13	98	1	COc1ccc(C2Oc3ccccc3N2C(C)=O)cc1 (configuration not stated)
30	-8	-6	-0.3	0.0	6	-1	7	-12	99	0	Cc1cccc(-n2c(SCC(=O)NC3CCCC3)nnc2-c2ccoc2C)c1
31	-8	-11	-2.5	0.0	1	-7	16	-1	98	-8	NC(=O)C(c1ccccc1)c1ccc(C(=O)c2ccccc2)cc1 (configuration not stated)
32	3	-6	-0.6	0.0	9	2	8	-12	91	-7	CCOc1cc(C2C(C(=O)c3ccco3)=C(O)C(=O)N2CC2CCCO2)ccc1O (configuration not stated)
33	9	-11	0.6	0.4	-1	0	1	5	95	-1	O=C(Cc1c[nH]c2ccccc12)OCCOC(=O)Cc1c[nH]c2ccccc12
34	-3	0	-2.3	0.2	0	1	-1	-3	101	3	CCOC(=O)c1sc(=NC(=O)c2cccc(C)c2)n(C)c1C
35	12	2	-2.1	-0.2	3	3	-4	6	104	9	CN(Cc1cc(=O)[nH]c2ccccc12)C(=O)c1ccccc1
36	2	-3	1.2	0.0	-3	0	20	-13	96	1	CCOC(=O)C1=NOC(Cn2cc(C(C)=O)c(=O)[nH]c2=O)C1 (configuration not stated)
37	-3	-13	1.2	0.4	-1	2	25	8	102	-4	CCc1ccc(CN(C)C(=O)C2CCC(=O)N(CC3CCCCC3)C2)cc1 (configuration not stated)
38	18	-11	1.9	0.0	10	3	5	2	100	-2	COc1cccc(CNC(=O)COC(=O)C23CC4CC(CC(Cl)(C4)C2)C3)c1
39	16	4	-0.9	-0.3	2	4	1	-6	98	0	CCOC(=O)C1CCN(Cc2oc(CO)cc(=O)c2O)CC1
40	.	4	0.1	-0.2	2	-1	3	-2	90	-2	Cc1ccc(CN2CC(C(=O)Nc3cc(S(C)(=O)=O)ccc3Cl)CC2=O)cc1 (configuration not stated)

# Full records from above. Values in the order: Vif imaging | TLR9-MyD88 inh | MC4R ag barr | aDG glyco up | ABHD5-PLIN5 inh | Glyco luc inh | MC4R antagonist | NOD2 RIPK2 PPI | ABCB6 inh MLPCN | Granule exo inh
# Record of `C/C(=C/C(=O)NCc1ccccc1)C(=O)O` : -2 | 2 | 1.1 | -0.1 | 5 | 1 | 10 | 7 | 104 | -1
# Record of `Cc1ccc(CN2CC(C(=O)Nc3cc(S(C)(=O)=O)ccc3Cl)CC2=O)cc1` (configuration not stated) : . | 4 | 0.1 | -0.2 | 2 | -1 | 3 | -2 | 90 | -2
# Record of `COc1ccc(Nc2cc(C)nc(N3CCN(C(=O)c4ccc5c(c4)OCO5)CC3)n2)cc1` : 11 | -16 | -0.4 | 0.0 | -7 | -3 | 0 | -4 | 92 | 1
# Record of `Cc1c(C(=O)N2CCCCC2)sc(N)c1C#N` : -14 | -6 | 0.0 | 0.0 | -4 | 1 | -5 | -21 | 98 | -1
# Record of `CC(C)(C)n1nnnc1C(c1cccs1)N1CCN(C(=O)c2ccco2)CC1` (configuration not stated) : -2 | 6 | -1.2 | 0.4 | 4 | -2 | 8 | -6 | 98 | -2

# The list continues:
item	Vif imaging	TLR9-MyD88 inh	MC4R ag barr	aDG glyco up	ABHD5-PLIN5 inh	Glyco luc inh	MC4R antagonist	NOD2 RIPK2 PPI	ABCB6 inh MLPCN	Granule exo inh	SMILES
41	4	.	-1.0	-0.3	2	2	3	-5	100	-10	CCc1nc2ccc(C(=O)N(C)CCN(C)C)cn2c1N(CC)CCOC
42	-3	7	-0.2	-0.1	4	0	-4	-7	103	-8	Cc1nc(SCc2ccccc2)n[nH]1
43	.	-1	-0.3	-0.2	-1	2	2	-2	96	6	CCCCC(=O)NS(=O)(=O)c1ccc(N=NN(CC)CC)cc1
44	.	6	-0.2	-0.3	-3	0	-3	8	96	-9	NC(=O)C1(N2CCCCC2)CCN(S(=O)(=O)c2cc(Cl)ccc2Cl)CC1
45	-11	1	-0.8	0.0	-1	1	5	-6	91	-1	CCCCCc1cccnc1
46	10	-6	0.8	0.3	3	-1	23	0	99	0	CCC(=O)N1CCc2cc(S(=O)(=O)NCCN3CCC(C)CC3)ccc21
47	-23	2	3.5	0.3	-4	-1	-1	0	98	-1	CCOC(=O)c1c2n(c3c(NCc4ccccc4)ncnc13)CCCC2
48	5	-6	-3.0	0.0	-6	3	-5	5	108	-2	Cc1nc2ccccc2c(=O)n1CCCO
49	30	-1	-1.9	0.0	0	1	5	-4	97	1	COc1cccc(NC(=O)N2CCCC2C(=O)Nc2ccc3c(c2)OCO3)c1 (configuration not stated)
50	-5	2	1.0	0.0	6	-9	-1	-3	98	16	COc1cccc(C(=O)Nc2cc(NC(=O)c3cccs3)ccc2C)c1OC
51	4	-8	7.9	-0.5	3	-4	14	4	98	69*	COc1ccc(CC(=O)Nc2cccc(-c3nnc(-c4ccccc4)o3)c2)cc1OC
52	-4	.	3.1	-0.4	-4	-1	3	-6	88	2	CC1(Cc2ccc3ccccc3n2)C(=O)Nc2ccc(OC(F)(F)F)cc21 (configuration not stated)
53	3	-4	-0.2	-0.1	-4	17	10	-7	102	1	CCOc1ccc(C(=O)O/N=C(\N)c2ccc([N+](=O)[O-])cc2)cc1OCC
54	8	9	-1.3	0.6	14	-3	-13	4	103	2	O=S(=O)(CCSc1ccccn1)c1nc2ccccc2s1
55	-4	0	-2.6	0.1	3	1	-15	6	136	-5	CCc1ccc[n+](-c2nc3ccccc3nc2C(=C=[N-])C#N)c1
56	-6	4	0.4	-0.1	-6	0	-6	-4	113	0	COc1ccc(CN(C)C(=S)Nc2ccc(Cl)cc2)cc1
57	-6	-7	-2.1	-0.1	-1	3	-4	-1	96	-1	CCN1C(=O)/C(=C\N2CCCCCC2)SC1=S
58	2	-4	1.9	0.4	-3	-2	-2	-11	87	-2	COC(=O)c1ccccc1NC(=O)CCS(=O)(=O)c1ccc(Br)s1
59	-4	6	0.1	0.6	-3	1	-4	-11	96	-1	O=C(Nc1ccc(N2C(=O)CCC2=O)cc1Cl)c1cccs1

# Retrieved by structure from above:
item	Vif imaging	TLR9-MyD88 inh	MC4R ag barr	aDG glyco up	ABHD5-PLIN5 inh	Glyco luc inh	MC4R antagonist	NOD2 RIPK2 PPI	ABCB6 inh MLPCN	Granule exo inh	SMILES
53	3	-4	-0.2	-0.1	-4	17	10	-7	102	1	CCOc1ccc(C(=O)O/N=C(\N)c2ccc([N+](=O)[O-])cc2)cc1OCC
51	4	-8	7.9	-0.5	3	-4	14	4	98	69*	COc1ccc(CC(=O)Nc2cccc(-c3nnc(-c4ccccc4)o3)c2)cc1OC

# Source: PubChem BioAssay
